# Compound activity from PubChem.
# IMP-1 inhibitor – inhibitors of Pseudomonas aeruginosa IMP-1 metallo-beta-lactamase | purified IMP-1, nitrocefin hydrolysis, epi-absorbance fluorescence | 290,000 tested, 0.45% active | inhibition, % at 5.6 µM | AID 1556;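 active means inhibition above the mean plus 3 SD of all compounds in the same screening run, cut at about 4.5% in these data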;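 further: 0% = IMP-1 with DMSO and 100% = DMSO wells lacking enzyme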
#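 system = purified recombinant IMP-1 beta-lactamase | amount = 0.2 nM IMP-1, as dispensed | medium = HEPES buffer pH 7.1 with ZnSO4 and Brij 35 | times = 25 °C, 15 min preincubation, 25 min reaction | detection = plate fluorescence quenching by hydrolysis product, ex 480/em 530 nm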
# GalR3 antag – antagonists of human GalR3; O60755; HEK293 GalR3-CNG cAMP membrane potential fluorescence; galR3 body fused to GalR1 C-terminus; inhibition, % at 3 µM; 360,000 tested, 0.44% active; AID 651719;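 active means inhibition above the screen-wide average plus 3 SD, cut at about 13% in these data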;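 further: forskolin and galanin both at EC90 stimulate the cells; cAMP rise reported by CNG channel membrane potential dye signal; 0% = forskolin plus galanin with DMSO and 100% = forskolin alone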
# V1R ag counter – counter-screen for oxytocin receptor agonists: human V1a receptor agonists. activation, % at 3 µM. CHO-V1R cells, Fluo-8 calcium fluorescence, agonist mode; 0% DMSO, 100% 3 nM vasopressin. P37288. 320,000 tested, 0.25% active;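 active means activation above the mean activation of all tested compounds plus 3 SD, per screening run, cut at about 20% in these data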;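 further: signal is peak over basal fluorescence ratio across a 100 second FLIPR read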
# VIM-2 inhibitor – inhibitors of Pseudomonas aeruginosa VIM-2 metallo-beta-lactamase. purified VIM-2, nitrocefin hydrolysis, epi-absorbance fluorescence. inhibition, % at 5.6 µM. 290,000 tested, 0.89% active;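 active means inhibition above the mean of all tested compounds plus 3 SD, cutoff set per screening run, cut at about 7.5% in these data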;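 further: red hydrolysis product quenches plate fluorescence so inhibitors raise well fluorescence; 0% = enzyme with DMSO and 100% = DMSO without enzyme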
# GPR7 antagonist – human neuropeptides B/W receptor 1 antagonism | inhibition, % at 4.4 µM | AID 1861 | 290,000 tested, 1.1% active | GPR7-expressing cells, fluorescence antagonist assay | P48145; in the data active means inhibition above about 16%, passing the limit was not always enough;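 further: cells stimulated with the agonist NPW; 0% = agonist with vehicle and 100% = vehicle without agonist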
# Target sequence (P48145 whole entry, looked up): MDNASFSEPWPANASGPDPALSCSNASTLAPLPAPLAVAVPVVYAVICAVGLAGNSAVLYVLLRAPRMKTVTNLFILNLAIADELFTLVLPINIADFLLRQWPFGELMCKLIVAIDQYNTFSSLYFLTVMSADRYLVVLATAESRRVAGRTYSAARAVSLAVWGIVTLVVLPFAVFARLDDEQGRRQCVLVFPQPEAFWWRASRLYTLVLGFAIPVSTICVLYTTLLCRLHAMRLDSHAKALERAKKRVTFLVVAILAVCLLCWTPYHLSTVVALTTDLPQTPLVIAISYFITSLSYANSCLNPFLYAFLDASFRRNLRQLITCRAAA
# OXTR agonist – agonists of human oxytocin receptor. P30559. CHO-OTR cells, Fluo-8 calcium fluorescence; normalized: DMSO 0%, oxytocin 100%. activation, % at 3 µM. 320,000 tested, 0.32% active. AID 2435;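 active means activation above the mean of all tested compounds plus 3 SD, cutoff set per screening run, cut at about 20% in these data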;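 further: peak over basal fluorescence ratio from a 100 s FLIPR kinetic read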
# Target sequence (P30559 whole entry, looked up): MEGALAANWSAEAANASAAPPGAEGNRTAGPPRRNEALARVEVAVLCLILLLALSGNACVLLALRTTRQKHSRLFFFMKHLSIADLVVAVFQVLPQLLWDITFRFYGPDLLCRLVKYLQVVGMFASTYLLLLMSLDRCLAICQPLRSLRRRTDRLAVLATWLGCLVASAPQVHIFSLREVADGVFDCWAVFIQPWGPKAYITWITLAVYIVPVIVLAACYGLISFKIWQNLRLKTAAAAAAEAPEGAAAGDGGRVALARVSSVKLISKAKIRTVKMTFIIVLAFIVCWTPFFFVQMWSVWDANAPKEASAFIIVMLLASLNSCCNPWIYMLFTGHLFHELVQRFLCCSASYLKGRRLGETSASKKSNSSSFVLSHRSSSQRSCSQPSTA
# FID counter – displaces DNA intercalator in HCV helicase counter-screen; 290,000 tested, 0.17% active; DNA fluorescent intercalator displacement, fluorescence; inhibition, % at 7.9 µM; in the data active means inhibition above about 37%;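 further: 0% = vehicle and 100% = reference compound; higher means more ethidium bromide displaced from hairpin DNA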
# PHOSPHO1 block – blocks human PHOSPHO1 phosphatase activity | 290,000 tested, 1.1% active | recombinant PHOSPHO1, absorbance phosphatase assay | inhibition, % at 13.3 µM; in the data active means inhibition above about 60%
# Target sequence (Q8TCT1 whole entry, looked up): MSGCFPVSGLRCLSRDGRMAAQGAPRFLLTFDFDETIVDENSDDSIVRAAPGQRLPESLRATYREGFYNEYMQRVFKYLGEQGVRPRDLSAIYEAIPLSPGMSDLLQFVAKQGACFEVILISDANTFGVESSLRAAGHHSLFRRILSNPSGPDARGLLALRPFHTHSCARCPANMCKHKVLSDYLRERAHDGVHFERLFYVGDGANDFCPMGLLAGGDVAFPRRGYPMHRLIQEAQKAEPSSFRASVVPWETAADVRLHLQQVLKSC
# HCV NS3 hel inh – blocks Hepatitis C virus NS3 helicase unwinding. NS3 helicase DNA unwinding, Cy5 molecular beacon fluorescence. inhibition, % at 10.9 µM. 290,000 tested, 0.56% active;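 active means inhibition above the mean of all tested compounds plus 3 SD, set per campaign, cut at about 35% in these data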;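 further: 0% = DMSO wells and 100% = thioflavine S control wells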
#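 Control set: DMSO versus 110 µM thioflavine S; Material: NS3 helicase fragment of HCV; Measured by: Cy5 fluorescence at 0 and 60 min, beacon hairpin quenching; Read-out basis: percent inhibition from t60/t0 fluorescence ratio; Times: reaction time 60 min, 25 °C; Repeats: single replicate; Compound dosing: single dose, 10.9 µM nominal final, DMSO 0.8% final.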
# Starred values were filed as active, the others as inactive; · = no result given.
SMILES,IMP-1 inhibitor,GalR3 antag,V1R ag counter,VIM-2 inhibitor,GPR7 antagonist,OXTR agonist,FID counter,PHOSPHO1 block,HCV NS3 hel inh
Cc1cccc(-n2nc3c(c2NC(=O)c2c(F)cccc2F)CS(=O)(=O)C3)c1C,-3.0,-7,0.0,-1.0,-13,0.7,-3,38,4
Cc1cc(C(=O)Nc2cccnc2)no1,-1.4,·,0.4,-4.1,-12,0.0,1,9,7
COc1ccc(NC(=O)Cn2c(=O)n(CC3CCCO3)c(=O)c3cc(OC)c(OC)cc32)c(OC)c1 (stereo unspecified),-0.7,-2,-0.1,-0.9,1,-2.1,-31,41,-17
CC(C)C(=O)N(c1ccc(F)cc1)C1C=CS(=O)(=O)C1 (stereo unspecified),1.8,2,-0.8,0.6,-5,0.6,4,16,-12
COc1ccc(/C(C)=N/NC(=O)c2ccccc2N)cc1,-1.2,-3,-1.2,-3.4,5,0.3,-2,8,-8
COc1ccc(/C(O)=C2/C(=O)C(=O)N(c3ccccn3)C2c2ccc(C(C)C)cc2)cc1 (stereo unspecified),-2.6,-10,·,-1.3,-12,·,-34,32,39*
Cc1cc(C)cc(NC(=O)Cc2ccc(NC3=NC4CS(=O)(=O)CC4S3)cc2)c1 (stereo unspecified),-1.1,·,0.0,-3.6,-10,-0.9,-13,7,5
CNc1nc(SC)nc(N2CCOCC2)n1,0.5,-4,-0.7,3.8,13,-0.7,-1,6,-1
CCOC(=O)c1c(NC(=O)CCCN2CCOCC2)sc2c1CC(C)(C)OC2,0.5,-3,0.8,1.6,16,0.1,4,45,5
Cc1ccccc1-c1ccc(CN2CCN(C)C(CCO)C2)cc1 (stereo unspecified),-4.8,-6,5.3,-1.0,11,9.8,9,25,2
Cn1c(-c2ccccc2O)cc2ccccc21,-1.9,2,-1.1,0.7,-5,-2.2,-2,-2,-6
COc1cc(SC)ccc1C(=O)NCCOc1ccc(Cl)cc1,-0.7,-5,0.7,-3.2,19,-1.0,-26,-34,-13
COc1cc(NC(=O)CSc2nc3c(c(=O)[nH]2)CCCC3)cc(OC)c1OC,-2.3,-11,-0.1,-2.0,-3,0.2,-10,-10,-4
COC(=O)Nc1nnc(-c2ccco2)s1,-2.0,-7,1.3,-3.1,-19,0.2,-4,47,6
O=C(O)c1ccc(COc2ccccc2/C=C2\NC(=O)N(Cc3ccccc3)C2=O)cc1,-1.5,-1,6.5,-2.1,-4,-0.3,-14,42,22
O=C(CCc1ccccc1)NNC(=O)Cc1ccccc1,-0.7,-5,-0.2,-1.8,1,-1.1,-3,37,3
Cc1ccc2[nH]c(=O)c(CN(Cc3ccc4c(c3)OCO4)Cc3nnnn3C3CCCC3)cc2c1,-1.8,-8,0.2,0.4,-3,-2.0,2,5,3
CCS(=O)(=O)NCCCCc1ccccc1,-4.7,-4,1.1,-6.9,-5,-0.7,2,2,3
CC(C)(C)C(=O)Nc1ccc(C(=O)NNC(=O)Cc2ccccc2)cc1,-2.6,-4,1.2,-4.7,-11,1.4,1,-10,3
c1ccc(-n2nnnc2NCCCN2CCOCC2)cc1,-4.3,0,1.2,-4.7,10,0.6,-3,1,3
COc1ccc(C(=O)NCc2ccc(C(=O)NCC(OC)OC)cc2)cc1OC,-2.4,0,1.0,-4.0,-11,1.4,-1,4,-14
CN1CCN(C(=O)NCC23CC4CC(CC(C4)C2)C3)CC1,-3.1,-10,0.1,-1.2,-2,0.8,12,43,3
CCOc1ccc(CCNC(=O)C2CCCN(c3nn4c(=O)cc(C)nc4s3)C2)cc1 (stereo unspecified),-0.9,-3,-1.5,1.7,4,-2.3,-22,-27,-6
O=C(Nc1ncnc2sc3c(c12)CCCCC3)c1ccco1,-1.1,-4,-0.6,-0.2,-4,-0.7,8,-7,-1
Cc1ccc(Nc2ccc(N)cc2S(=O)(=O)O)cc1,-4.6,-10,0.5,-3.0,-9,1.4,-15,-1,6

# Filtered by structure, those above with fluorine.
SMILES,IMP-1 inhibitor,GalR3 antag,V1R ag counter,VIM-2 inhibitor,GPR7 antagonist,OXTR agonist,FID counter,PHOSPHO1 block,HCV NS3 hel inh
Cc1cccc(-n2nc3c(c2NC(=O)c2c(F)cccc2F)CS(=O)(=O)C3)c1C,-3.0,-7,0.0,-1.0,-13,0.7,-3,38,4
CC(C)C(=O)N(c1ccc(F)cc1)C1C=CS(=O)(=O)C1 (stereo unspecified),1.8,2,-0.8,0.6,-5,0.6,4,16,-12

# Next records
SMILES,IMP-1 inhibitor,GalR3 antag,V1R ag counter,VIM-2 inhibitor,GPR7 antagonist,OXTR agonist,FID counter,PHOSPHO1 block,HCV NS3 hel inh
O=C(O)CNC(=O)CCCn1nnc2ccccc2c1=O,-2.7,3,-1.0,-0.8,-2,0.4,4,6,14
CCCn1c(=O)c2ccccc2n2c(SCCNCCO)nnc12,-3.4,-4,0.2,11*,-2,-0.5,2,9,-15
CCOc1cc(C)c(C(C)C)cc1S(=O)(=O)n1ccc(C)n1,-1.8,-9,-2.0,0.2,-9,-1.8,-19,24,-5
COc1ccc(NC2CC(=O)N(CCc3ccccc3)C2=O)cc1 (stereo unspecified),-6.9,1,2.0,-3.4,-11,1.3,-5,3,2
O=C(Cc1ccccc1)n1nc(-c2ccco2)nc1SCc1ccccc1,-2.4,-5,-0.4,-4.7,3,-0.9,-1,4,-3
Cc1cc(C)c(NC(=O)CCCN2CCOCC2)c(C)c1,-2.5,-6,0.5,-2.2,-11,0.3,2,-13,3
CN(Cc1ccccc1)c1ncnc(N)c1[N+](=O)[O-],-3.5,1,0.0,-4.4,-19,-1.4,-2,20,11
O=C1CC(O)(c2ccccc2)C(c2ccccc2)=C1c1ccccc1 (stereo unspecified),0.7,-7,-1.1,0.6,-2,-2.1,-18,-17,-1
COc1ccc(NS(=O)(=O)CC23CCC(CC2=O)C3(C)C)cc1 (stereo unspecified),-2.4,2,-0.1,-0.7,-8,-0.1,-11,38,-1
CC(C)CNC(=O)COC(=O)Cc1ccc(Cl)cc1,-2.3,-4,-0.8,-5.2,-1,-0.5,-4,11,5
CCN(CCn1cccn1)Cc1c(C(=O)N2C[C@@H](C)O[C@@H](C)C2)nc2ccc(Cl)cn12,-3.2,2,-0.1,-5.7,6,-1.0,-12,37,1
CC1(C)C/C(=N\O)c2cc3c(nc2C1)CCCC3,-1.4,-6,0.4,0.0,8,1.6,5,20,5
COc1ccc(-c2csc(NC(=O)CSc3nc4ccccc4c(=O)[nH]3)n2)cc1,-1.8,-8,2.9,-1.5,-2,1.3,-11,-6,12
O=C(CN1C(=O)c2cccnc2Oc2ccc(Cl)cc21)N1CCCCCC1,-1.2,-2,1.6,0.3,6,0.4,-21,13,3
COc1ccccc1CNC(=O)c1ccc2ccccc2n1,-3.4,4,-1.4,2.5,6,-2.0,-29,26,26
COc1ccc2[nH]c(=O)c(CN(C(=O)c3ccccn3)C3CCCCC3)cc2c1,-5.8,0,0.9,-2.0,23*,-0.4,-31,16,-2
CCOC(=O)c1sc(NC(=O)c2ccc(Br)o2)cc1C,-2.2,-3,-0.7,0.7,-5,-2.4,-3,-9,1
Cn1c(CC(=O)Nc2ccccc2F)nnc1SCC(=O)NC1=NCCS1,-1.6,-10,0.9,-2.4,5,1.7,-7,17,-3
O=C(Nc1ccc(O)c2c(=O)cc(-c3ccccc3Cl)oc12)c1cccs1,·,3,0.5,·,·,-0.8,·,13,·
COc1cc(CNc2cccc3[nH]c(C(F)(F)F)nc23)cc(OC)c1,-4.3,-8,0.5,-3.5,12,-0.8,-8,28,5
CCn1c(C(=O)N2CCC(C(=O)NCCCSC3CCCCC3)CC2)cc2sccc21,-0.9,·,11,1.2,0,7.6,-32,11,7
COc1ccc([N+](=O)[O-])cc1/C=N/Nc1nn[nH]n1,-2.4,-9,1.1,0.4,-4,0.1,11,-59,-2
O=C(Nc1nc2ccccc2n1Cc1ccccc1)c1ccc(COc2ccccc2[N+](=O)[O-])o1,-1.2,-6,2.4,-0.9,2,0.8,1,-141,17
CCOC(=O)CSc1nnc(CNc2cccc(Cl)c2)n1C,-4.3,0,-0.1,-1.9,-12,-0.2,-6,-16,-4
O=C1/C(=C/c2ccccn2)SC(=S)N1CCc1ccccc1,-2.8,-6,0.5,-2.4,3,-0.4,-7,8,-4
O=C(O)c1cccc(S(=O)(=O)Nc2ccc3c(c2)CCC3)c1,-0.9,-10,·,-1.0,-11,·,-12,9,21
Cc1ccsc1CNC12CC3CC(CC(C3)C1)C2,-2.4,-5,0.1,-7.4,7,1.1,3,23,4

# Grouped by structure, the entries above with an aryl thioether with sulfur outside any ring.
SMILES,IMP-1 inhibitor,GalR3 antag,V1R ag counter,VIM-2 inhibitor,GPR7 antagonist,OXTR agonist,FID counter,PHOSPHO1 block,HCV NS3 hel inh
CNc1nc(SC)nc(N2CCOCC2)n1,0.5,-4,-0.7,3.8,13,-0.7,-1,6,-1
COc1cc(SC)ccc1C(=O)NCCOc1ccc(Cl)cc1,-0.7,-5,0.7,-3.2,19,-1.0,-26,-34,-13
COc1cc(NC(=O)CSc2nc3c(c(=O)[nH]2)CCCC3)cc(OC)c1OC,-2.3,-11,-0.1,-2.0,-3,0.2,-10,-10,-4
CCCn1c(=O)c2ccccc2n2c(SCCNCCO)nnc12,-3.4,-4,0.2,11*,-2,-0.5,2,9,-15
O=C(Cc1ccccc1)n1nc(-c2ccco2)nc1SCc1ccccc1,-2.4,-5,-0.4,-4.7,3,-0.9,-1,4,-3
COc1ccc(-c2csc(NC(=O)CSc3nc4ccccc4c(=O)[nH]3)n2)cc1,-1.8,-8,2.9,-1.5,-2,1.3,-11,-6,12
Cn1c(CC(=O)Nc2ccccc2F)nnc1SCC(=O)NC1=NCCS1,-1.6,-10,0.9,-2.4,5,1.7,-7,17,-3
CCOC(=O)CSc1nnc(CNc2cccc(Cl)c2)n1C,-4.3,0,-0.1,-1.9,-12,-0.2,-6,-16,-4
